TAG inh: triacylglycerol accumulation inhibition; H9c2 cells, Nile Red lipid (TAG) fluorescence; cells loaded with 200 µM oleic acid; AID 651582; 230,000 tested, 0.66% active; inhibition, % at 12.5 µM;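 active = pattern-corrected inhibition of lipid staining of at least 50% with the nuclear-stain viability signal not falling by more than 50%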;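 note: 0% = DMSO wells and 100% = triacsin C control wells; some results filed as inactive read as strong as hits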
TAG inh DAPI viability: recorded beside TAG inh, whose call it bears; DAPI nuclei signal change (viability), lower = more cytotoxic, %;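 whole-well DAPI fluorescence read on a plate reader as a viability signal; minus 50 percent equals half of cells still viable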
Numbers without * were called inactive.

What do the screens show for `COc1cccc(Nc2nnc(SCC(=O)N3CC(=O)Nc4ccccc43)s2)c1`?
TAG inh: 9; TAG inh DAPI viability: 3

What do the screens show for `CCNc1nc(-c2cc3ccccc3o2)cs1`?
TAG inh: 12; TAG inh DAPI viability: -4

Results for O=C(O)CC(NC(=O)Nc1ccccc1)c1ccc(OC2CCCC2)cc1 (stereo not given) ?
TAG inh: 3; TAG inh DAPI viability: -4

What do the screens show for `COc1cccc(CNS(=O)(=O)c2cn(C)cn2)c1`?
TAG inh: -5; TAG inh DAPI viability: 4

What do the screens show for `CCOc1ccc(NC(=O)CSc2nc3ccccc3nc2N2CCOCC2)cc1`?
TAG inh: 18; TAG inh DAPI viability: -4

How did O=C(CCc1nc(-c2ccc(F)cc2)no1)NCc1ccccc1CN1CCOCC1 do in these assays?
TAG inh: 4; TAG inh DAPI viability: -2

Results for O=C(COC(=O)c1ccc(S(=O)(=O)NCc2ccco2)cc1)NC1CCCCC1 ?
TAG inh: 8; TAG inh DAPI viability: -4

What do the screens show for `CCOc1cc(N2CCOCC2)c(OCC)cc1NC(=O)Cc1cccc2ccccc12`?
TAG inh: 47; TAG inh DAPI viability: -7

How did O=C(NCc1ccc(F)cc1)C1CC(=O)N(C2CCCC2)C1 (stereo not given) do in these assays?
TAG inh: 3; TAG inh DAPI viability: -3

What do the screens show for `Cc1ccc(S(=O)(=O)NC(CC(=O)NCC2CCCO2)c2ccccc2)cc1` (stereo not given)?
TAG inh: 21; TAG inh DAPI viability: -16

What do the screens show for `CCN1C(=O)/C(=C\C(=O)c2cccs2)c2cc(Br)ccc21`?
TAG inh: 4; TAG inh DAPI viability: -5

How did CN(C)C(=O)CCCCCCCCC(=O)N(C)C do in these assays?
TAG inh: -11; TAG inh DAPI viability: -1

How did CCOC(=O)COc1ccc2c(c1)c(C(=O)OCC)c(C)n2CC do in these assays?
TAG inh: 11; TAG inh DAPI viability: 1

Results for CC(C)(C)OC(=O)N1CCC2(CC1)C(C#N)=C(N)OC1=C2C(=O)CCC1 ?
TAG inh: 8; TAG inh DAPI viability: -4

Results for CCOC(=O)C=C(OC(=O)c1ccc(OC)cc1)c1ccccc1 ?
TAG inh: -4; TAG inh DAPI viability: -1

Results for CC(=C/c1ccccc1)/C=C1/SC(N2CCOCC2)=NC1=O ?
TAG inh: -2; TAG inh DAPI viability: 2

How did COc1ccccc1OCC(=O)Nc1ccccc1C(=O)NCc1ccco1 do in these assays?
TAG inh: -10; TAG inh DAPI viability: 3

How did O=C(O)c1cc2ccccc2cc1Nc1ccccc1 do in these assays?
TAG inh: 18; TAG inh DAPI viability: -15

Results for COc1ccc(C(=O)CSc2nncn2C)cc1 ?
TAG inh: 8; TAG inh DAPI viability: 7

Results for Cc1ccc(-n2ncc3c(=O)[nH]c(SCC(=O)NCC4CCCO4)nc32)cc1 (stereo not given) ?
TAG inh: -3; TAG inh DAPI viability: 1

What do the screens show for `CCCCCOc1ccc(CSC(=N)N)cc1[N+](=O)[O-]`?
TAG inh: 27; TAG inh DAPI viability: -4

What do the screens show for `Cn1nnnc1SCc1ccc(Cl)cc1`?
TAG inh: 1; TAG inh DAPI viability: 9

What do the screens show for `Cc1no[n+]([O-])c1COc1ccccc1/C=N/n1nnnc1N`?
TAG inh: -6; TAG inh DAPI viability: 4

How did COc1ccc(N2CCN(C(=O)COC(=O)CCOc3ccc(C)cc3)CC2)cc1 do in these assays?
TAG inh: 10; TAG inh DAPI viability: 3

How did COC(=O)c1sc(NC(=O)CC(C)C)c(C(=O)OC)c1C do in these assays?
TAG inh: 14; TAG inh DAPI viability: -2

Results for COc1ccc(CN2CCn3ncc(C(=O)Nc4cccc(C)c4)c3C2=O)cc1 ?
TAG inh: 16; TAG inh DAPI viability: -15

What do the screens show for `O=c1[nH]nc(N2CCOCC2)c(=O)[nH]1`?
TAG inh: 4; TAG inh DAPI viability: -8

What do the screens show for `CCOc1ccc(C(C)(C)C)cc1S(=O)(=O)n1nc(C)cc1C`?
TAG inh: 1; TAG inh DAPI viability: -8

Results for COC(=O)NC(Nc1sc2c(c1C(N)=O)CCCC2)(C(=O)OC)C(F)(F)F (stereo not given) ?
TAG inh: -8; TAG inh DAPI viability: -1

What do the screens show for `COC(=O)C(Cc1ccc(OC(=O)c2ccc(C)cc2)cc1)N1Cc2ccccc2C1=O` (stereo not given)?
TAG inh: -6; TAG inh DAPI viability: -5

Results for COc1cc(/C=N/n2c(-c3ccccc3)n[nH]c2=S)ccc1O ?
TAG inh: -2; TAG inh DAPI viability: 2

What do the screens show for `O=c1c(C=NCc2ccccc2)c(NCc2ccccc2)nc2ccccn12`?
TAG inh: -7; TAG inh DAPI viability: 3

Results for CCOC(=O)C(C)Sc1nnc(-c2ccccc2O)n1Cc1ccccc1 (stereo not given) ?
TAG inh: 4; TAG inh DAPI viability: 1

Results for O=C(Cc1ccccc1Cl)Nc1cccnc1 ?
TAG inh: -13; TAG inh DAPI viability: 2

Results for O=C(CC1CCS(=O)(=O)C1)NC1CCCCC1 (stereo not given) ?
TAG inh: -5; TAG inh DAPI viability: 3

What do the screens show for `CCOc1ccc(NS(=O)(=O)c2cc(C(=O)N3CCCC3)ccc2Cl)cc1`?
TAG inh: 1; TAG inh DAPI viability: -2

Results for Cc1cccc(NC(=O)CNC(=O)c2cn(Cc3ccccc3)nc2-c2cccnc2)c1C ?
TAG inh: -2; TAG inh DAPI viability: 7

What do the screens show for `COCCC(=O)N1CCCC(CCC(=O)NCc2ccc(F)c(F)c2)C1` (stereo not given)?
TAG inh: 4; TAG inh DAPI viability: -3

Results for CC(NC(=O)c1cccc(S(=O)(=O)N2CCN(C)CC2)c1)C1CC2CCC1C2 (stereo not given) ?
TAG inh: 1; TAG inh DAPI viability: -5

What do the screens show for `Cc1cccc(OCc2nnc(N)s2)c1C`?
TAG inh: 16; TAG inh DAPI viability: -16

Results for O=S(=O)(c1cccc2cccnc12)N(CCO)CCO ?
TAG inh: 12; TAG inh DAPI viability: -3

What do the screens show for `CC(C)(C)NCC(O)COc1cccc2[nH]c(=O)[nH]c12` (stereo not given)?
TAG inh: 8; TAG inh DAPI viability: 7

Results for O=C(O)CCCNC(=O)CCn1nnc2ccccc2c1=O ?
TAG inh: -10; TAG inh DAPI viability: 11

What do the screens show for `CCCCc1n[nH]c2c1/C(=N/OCC)CC(C)(C)C2`?
TAG inh: 13; TAG inh DAPI viability: -9

How did C=C(C)Cn1cnc2cc(C)c(C)cc21 do in these assays?
TAG inh: 2; TAG inh DAPI viability: 5

What do the screens show for `CC1(C)C2CCC13CS(=O)(=O)N[C@@H]3C2` (stereo not given in full)?
TAG inh: -6; TAG inh DAPI viability: -1

Results for COc1ccc(CCNC(=O)c2ccccc2Cl)cc1OC ?
TAG inh: 21; TAG inh DAPI viability: -7

How did Cc1ccc(Cc2nnc(SCC(=O)Nc3ccccc3Cl)[nH]c2=O)cc1 do in these assays?
TAG inh: -10; TAG inh DAPI viability: 1

Results for CCOC(=O)c1cccc(NC(=O)c2ccc(F)cc2F)c1 ?
TAG inh: 13; TAG inh DAPI viability: -1

What do the screens show for `COc1ccc(NC(=S)NCCCN2CCCC2=O)c(OC)c1`?
TAG inh: -16; TAG inh DAPI viability: 9

How did O=C(CN1C(=O)CSC1=O)N1CCc2ccccc2C1 do in these assays?
TAG inh: -10; TAG inh DAPI viability: -12

Results for O=C(Nc1ccc(S(=O)(=O)N2CCCCC2)cc1)c1cnccn1 ?
TAG inh: -8; TAG inh DAPI viability: 3

What do the screens show for `O=C(NCc1cc(Cl)cc(Cl)c1)c1ccc2nc([C@H]3C[C@H](O)[C@@H](CO)O3)[nH]c2c1`?
TAG inh: 6; TAG inh DAPI viability: -7

How did CCC(C)n1c(SCC(=O)N(CC)c2c(N)n(Cc3ccccc3)c(=O)[nH]c2=O)nc2ccccc2c1=O (stereo not given) do in these assays?
TAG inh: -8; TAG inh DAPI viability: -8

What do the screens show for `COc1cc(C(=O)N2CCN(C(=O)c3ccco3)CC2)cc(OC)c1OC`?
TAG inh: 11; TAG inh DAPI viability: -11

What do the screens show for `O=C(CCNC(=O)c1ccccc1Cl)Nc1cc(S(=O)(=O)N2CCOCC2)ccc1N1CCOCC1`?
TAG inh: -11; TAG inh DAPI viability: 1

How did Cc1ccc(Nc2ncnc3c2nnn3Cc2ccccc2)cc1 do in these assays?
TAG inh: -37; TAG inh DAPI viability: 10

How did COc1ccccc1CN1CCN(S(=O)(=O)c2ccccc2)CC1 do in these assays?
TAG inh: -14; TAG inh DAPI viability: 3

What do the screens show for `CCC1(C)Cc2c(sc3nc(SC)nc(NCCN(C)C)c23)CO1` (stereo not given)?
TAG inh: 22; TAG inh DAPI viability: 10

Results for c1ccc(CNCCC(Cc2ccccc2)c2ccco2)cc1 (stereo not given) ?
TAG inh: 6; TAG inh DAPI viability: 12

How did O=C(CSc1ccccc1)Nc1ccccc1C(=O)N1CCCC1 do in these assays?
TAG inh: -20; TAG inh DAPI viability: 2

How did CC1(C)CC(NC(=O)c2ccc(Cl)c(S(=O)(=O)N(Cc3ccccc3)c3ccccc3)c2)CC(C)(C)N1 do in these assays?
TAG inh: 49; TAG inh DAPI viability: -14

Results for CCSc1nnc(NC(NC(=O)c2ccco2)(C(F)(F)F)C(F)(F)F)s1 ?
TAG inh: -8; TAG inh DAPI viability: -2

What do the screens show for `N#CCC(=O)N/N=C/c1cn(Cc2ccc(Cl)c(Cl)c2)c2ccccc12`?
TAG inh: 73*; TAG inh DAPI viability: -49*

How did O=c1oc2c3c4c(cc2c(C(F)(F)F)c1CCN1CCOCC1)CCCN4CCC3 do in these assays?
TAG inh: -169; TAG inh DAPI viability: -2

Results for Cc1nc2ccccc2nc1OCc1ccccc1 ?
TAG inh: -7; TAG inh DAPI viability: 7

Results for O=C(CSc1nc2cc(Cl)ccc2o1)N1CCOCC1 ?
TAG inh: -4; TAG inh DAPI viability: -3

Results for Cc1cccc(NC(=S)N(CCCN2CCCC2)Cc2cccn2Cc2ccc(Cl)cc2)c1 ?
TAG inh: 7; TAG inh DAPI viability: 9

Results for CN1C[C@@H]2C[C@@H](C3=Cc4cc(Cl)ccc4OC3)N3CCC[C@@]23C1=O ?
TAG inh: 6; TAG inh DAPI viability: -2

How did CN(C)CCN(C(=O)c1ccc2c(c1)CCCC2)c1nc2cc3c(cc2s1)OCCO3 do in these assays?
TAG inh: -4; TAG inh DAPI viability: 16

How did CCOCCOC(=O)C1=C(C)N(C)C(=O)NC1c1cc(Cl)c(O)c(OC)c1 (stereo not given) do in these assays?
TAG inh: -7; TAG inh DAPI viability: 17

What do the screens show for `Cc1noc(C)c1CSCC(=O)OCC(=O)Nc1sccc1C#N`?
TAG inh: -2; TAG inh DAPI viability: 16

How did Cc1nnc(CN(C)C(=O)c2cc(COc3ccc(F)cc3Cl)on2)o1 do in these assays?
TAG inh: 2; TAG inh DAPI viability: 0

How did CC1(OC(=O)C2CCCC2)C(=O)C=C2C=C(c3ccsc3)N(c3ccccc3)C=C2C1=O (stereo not given) do in these assays?
TAG inh: 18; TAG inh DAPI viability: -15

What do the screens show for `O=C(CS(=O)(=O)c1ccccc1)c1ccc2c(c1)OCCO2`?
TAG inh: -3; TAG inh DAPI viability: -4

Results for Cc1cccc(NS(=O)(=O)c2nnc(NC(=O)c3ccccc3F)s2)c1 ?
TAG inh: 0; TAG inh DAPI viability: 4

Results for CCn1cc(C(=O)NCC(=O)OC)c2cc(OC)c(OC)cc2c1=O ?
TAG inh: -1; TAG inh DAPI viability: 24

What do the screens show for `CCn1cc(CNCc2c(C(=O)N3CCCCC3)nc3c(C)cccn23)cn1`?
TAG inh: 4; TAG inh DAPI viability: -10

What do the screens show for `Cc1ccccc1OCC(O)Cn1c(SC(C)C)nc2c1c(=O)[nH]c(=O)n2C` (stereo not given)?
TAG inh: -2; TAG inh DAPI viability: 0

Results for O=c1cc(CN2CCCCC2)nc(C2CC2)[nH]1 ?
TAG inh: -5; TAG inh DAPI viability: 0

How did Fc1ccc(C2NCCn3cccc32)cc1 (stereo not given) do in these assays?
TAG inh: -22; TAG inh DAPI viability: 5

What do the screens show for `O=C(CCc1nc2ccccc2[nH]1)Nc1ccc2c(c1)OCCO2`?
TAG inh: 9; TAG inh DAPI viability: -5

What do the screens show for `CC(=O)OCCCCCCCCCCC[N+]1(C)CCCCC1`?
TAG inh: -10; TAG inh DAPI viability: 1

What do the screens show for `CCOc1ccc(CCNC(=O)CN(C)S(=O)(=O)c2cccc3nsnc23)cc1OCC`?
TAG inh: 51*; TAG inh DAPI viability: -9.3*

How did CCC1CCCCN1S(=O)(=O)c1ccc2c(c1)CCN2C(=O)C1CCC1 (stereo not given) do in these assays?
TAG inh: 4; TAG inh DAPI viability: 7

How did O=C(O)c1cccc(S(=O)(=O)N2CCN(S(=O)(=O)c3ccc4ccccc4c3)CC2)c1 do in these assays?
TAG inh: -1; TAG inh DAPI viability: 0

How did CC(CCc1ccccc1)NC(=O)CNC(=O)c1ccccc1Br (stereo not given) do in these assays?
TAG inh: 16; TAG inh DAPI viability: 1

7 records drawn at random from the list so far, as already listed:
What do the screens show for `COc1cccc(CNS(=O)(=O)c2cn(C)cn2)c1`?
TAG inh: -5; TAG inh DAPI viability: 4

Results for COC(=O)NC(Nc1sc2c(c1C(N)=O)CCCC2)(C(=O)OC)C(F)(F)F (stereo not given) ?
TAG inh: -8; TAG inh DAPI viability: -1

What do the screens show for `N#CCC(=O)N/N=C/c1cn(Cc2ccc(Cl)c(Cl)c2)c2ccccc12`?
TAG inh: 73*; TAG inh DAPI viability: -49*

Results for O=C(COC(=O)c1ccc(S(=O)(=O)NCc2ccco2)cc1)NC1CCCCC1 ?
TAG inh: 8; TAG inh DAPI viability: -4

What do the screens show for `CCCCc1n[nH]c2c1/C(=N/OCC)CC(C)(C)C2`?
TAG inh: 13; TAG inh DAPI viability: -9

How did Cc1ccc(Cc2nnc(SCC(=O)Nc3ccccc3Cl)[nH]c2=O)cc1 do in these assays?
TAG inh: -10; TAG inh DAPI viability: 1

Results for CCOC(=O)c1cccc(NC(=O)c2ccc(F)cc2F)c1 ?
TAG inh: 13; TAG inh DAPI viability: -1

High-throughput results deposited in PubChem BioAssay by Sanford-Burnham Center for Chemical Genomics.

This is a subset; count on the stated rates, not on these rows.
